Mcl1-Noxa inh: Mcl-1/Noxa binding inhibitors, primary screen, biochemical, TR-FRET, 1536-well; Induced myeloid leukemia cell differentiation protein Mcl-1 (Homo sapiens), Q07820; TR-FRET Mcl-1/Noxa peptide binding, 2 h; inhibition, % at 21.7 µM; 220,000 compounds, 1.5% hits;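 active = compounds that cut the protein-peptide binding signal by more than 50% relative to plate controls in a single-dose test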;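 also: His-tagged Mcl-1 with rhodamine Noxa BH3 peptide and terbium anti-His antibody; 0% = Mcl-1 plus Noxa peptide wells and 100% = peptide-only wells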
GSH bead fluor: compound fluorescence on glutathione beads, profiling panel, artefact control, biophysical, 488/530 nm, flow cytometry; GSH beads flow cytometry, compound fluorescence 488/530 nm; stronger effect = higher value; fluorescence (KMESF) at 10 µM; 190,000 compounds, 0.25% hits; AID 1776, 2009; in the data active = fluorescence above about 89;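 also: glutathione beads carrying GST-tagged Bcl family fusion proteins plus one bare bead set; values are compound well signal with DMSO vehicle wells as background; inactives centre near 16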
RGS4-Gao reg: modulators of RGS4 binding to Galphao, primary screen, biochemical, multiplexed bead flow cytometry | Guanine nucleotide-binding protein G(o) subunit alpha (Homo sapiens), P09471 | actives lie on both sides | binding response (% of control), % at 10 µM | 220,000 compounds, 0.33% hits | AID 1415, 2008; in the data active = binding response below about 49% or above about 150%; inactive = in between;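 also: fluorescent Galphao activated with aluminum fluoride binding bead-coupled RGS4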
Avidin fluor: green autofluorescence of compounds with avidin beads – biophysical, 488/530 nm, flow cytometry, artefact control, profiling panel | 220,000 compounds, 0.38% hits | fluorescence (KMESF) at 10 µM | compound fluorescence 488/530 nm; stronger effect = higher value; in the data active = fluorescence above about 47; also: inactives centre near 10
Mcl1-Bid inh: Mcl-1/Bid binding inhibitors, primary screen, biochemical, TR-FRET, 1536-well; Induced myeloid leukemia cell differentiation protein Mcl-1 (Homo sapiens), Q07820; TR-FRET Mcl-1/Bid-Dy647 peptide binding; inhibition, % at 21.7 µM; 220,000 compounds, 0.97% hits;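 active = compounds that cut the binding signal by more than half at the single screening dose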;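 also: His-tagged Mcl-1 with europium anti-His antibody binding Bid BH3 peptide; 0% = Mcl-1 plus peptide wells and 100% = peptide-only wells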
Bim-Mcl-1: inhibitors of Bim peptide binding to Mcl-1, primary screen, biochemical, bead-based flow cytometry, multiplex | Bim peptide-Mcl-1 binding | inhibition, % at 10 µM | 190,000 compounds, 0.1% hits | AID 1009, 2008; in the data active = inhibition above about 40%;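 also: 0% = no compound tracer wells and 100% = peptide blocker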
RGS8-Gao reg: RGS8-Galphao binding modulators, primary screen, biochemical, multiplexed bead flow cytometry. actives lie on both sides. 220,000 compounds, 0.34% hits. response (percent of control binding), % at 10 µM; in the data active = response below about 60% or above about 140%; inactive = in between;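 also: Galphao activated as the GDP aluminium fluoride complex binding bead-coupled RGS8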
RGS7-Gao: RGS7-Galphao binding modulators, primary screen, biochemical, multiplexed bead flow cytometry | binding response (% of control), % at 10 µM | actives lie on both sides | Guanine nucleotide-binding protein G(o) subunit alpha (Homo sapiens), P09471 | 220,000 compounds, 0.35% hits; in the data active = binding response below about 49% or above about 150%; inconclusive = no clear call, values can overlap the other calls; inactive = in between;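 also: fluorescent Galphao held in activated GDP-AlF4 state binding bead-coupled RGS7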
ABCG2 inh: ABCG2 efflux pump inhibitors, primary screen, multiplex with ABCB1, IgMXP3 cells, flow cytometry; Broad substrate specificity ATP-binding cassette transporter ABCG2 (Homo sapiens), Q9UNQ0; 190,000 compounds, 0.1% hits; inhibition, % at 6.6 µM; JC-1 efflux;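 active = inhibition above 80%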;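 also: 0% = DMSO and 100% = nicardipine control wells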
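test system = two drug-resistant human cell lines, ABCG2 and ABCB1 | amount = 3 million cells/mL final, two lines in 1:1 ratio | reagent = JC-1 transporter substrate | doses = one concentration, 6.6 µM final | incubation = 10 min at 25 °C | signal = flow cytometric JC-1 green MFI at 530 nm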
Pf gamet viab: late stage P. falciparum gametocyte viability inhibitors, primary screen, ATP luminescence, HTS; P. falciparum stage V gametocytes, 24 h; inhibition, % at 10.9 µM; 150,000 compounds, 0.065% hits; AID 743093, 2013;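 active = inhibition above the mean plus 3 SD of compounds within the control limits, set per campaign, cut at about 38% in these data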;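 also: 0% = DMSO wells and 100% = medium only without gametocytes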
ABCB1 inh: ABCB1 efflux pump inhibitors, primary screen, cell-based, multiplex, flow cytometry, ABCG2 counter-screen; inhibition, % at 6.6 µM; AID 1326, 2008; CCRF-Adr cells, JC-1 efflux; 190,000 compounds, 0.067% hits; in the data active = inhibition above about 40%;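 also: 0% = vehicle and 100% = reference inhibitor; higher value means more JC-1 retained so stronger ABCB1 efflux block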
Target sequence (P08183 whole entry, looked up): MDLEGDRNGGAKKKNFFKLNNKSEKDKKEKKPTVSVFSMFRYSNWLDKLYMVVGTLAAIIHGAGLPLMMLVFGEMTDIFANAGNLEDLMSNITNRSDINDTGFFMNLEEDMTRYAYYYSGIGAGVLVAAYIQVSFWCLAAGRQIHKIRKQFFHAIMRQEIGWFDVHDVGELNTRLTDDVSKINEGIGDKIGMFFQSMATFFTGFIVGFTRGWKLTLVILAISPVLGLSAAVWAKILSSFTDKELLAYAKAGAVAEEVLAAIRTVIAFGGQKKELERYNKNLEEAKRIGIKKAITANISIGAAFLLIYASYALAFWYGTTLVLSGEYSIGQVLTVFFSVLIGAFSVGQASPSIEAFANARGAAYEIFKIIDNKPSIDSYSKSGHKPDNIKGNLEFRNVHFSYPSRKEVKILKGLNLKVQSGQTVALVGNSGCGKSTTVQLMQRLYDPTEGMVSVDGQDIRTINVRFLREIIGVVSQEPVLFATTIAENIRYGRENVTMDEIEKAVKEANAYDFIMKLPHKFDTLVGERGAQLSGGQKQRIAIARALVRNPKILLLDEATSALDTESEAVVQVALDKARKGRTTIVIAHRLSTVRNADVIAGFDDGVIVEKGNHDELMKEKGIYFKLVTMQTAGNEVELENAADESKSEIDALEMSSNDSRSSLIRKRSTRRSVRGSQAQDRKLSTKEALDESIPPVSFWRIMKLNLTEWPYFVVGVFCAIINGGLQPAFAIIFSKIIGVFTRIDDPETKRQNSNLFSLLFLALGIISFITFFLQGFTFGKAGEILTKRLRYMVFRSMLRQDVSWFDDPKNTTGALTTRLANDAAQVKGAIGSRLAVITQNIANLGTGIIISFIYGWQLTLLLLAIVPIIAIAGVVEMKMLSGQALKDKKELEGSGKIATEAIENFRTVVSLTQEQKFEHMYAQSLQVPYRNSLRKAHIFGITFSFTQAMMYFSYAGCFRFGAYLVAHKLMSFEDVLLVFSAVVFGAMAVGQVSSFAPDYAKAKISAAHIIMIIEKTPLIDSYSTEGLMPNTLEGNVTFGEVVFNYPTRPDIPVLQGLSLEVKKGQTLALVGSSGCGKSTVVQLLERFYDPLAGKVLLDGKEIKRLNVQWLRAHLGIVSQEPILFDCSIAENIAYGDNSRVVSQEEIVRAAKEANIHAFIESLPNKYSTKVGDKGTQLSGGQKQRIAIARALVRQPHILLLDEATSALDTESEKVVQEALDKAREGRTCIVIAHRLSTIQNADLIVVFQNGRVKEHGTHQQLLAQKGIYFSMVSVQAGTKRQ
The depositor's hits bear a star; ? = inconclusive; / = not tested or not shown.

SMILES	Mcl1-Noxa inh	GSH bead fluor	RGS4-Gao reg	Avidin fluor	Mcl1-Bid inh	Bim-Mcl-1	RGS8-Gao reg	RGS7-Gao	ABCG2 inh	Pf gamet viab	ABCB1 inh
S=C(NCCN1CCOCC1)Nc1ccc(Cl)cc1Cl	9	8	106	12	-72	-11	100	108	5	7	/
COc1ccc(C(=O)C(CCCCC(CN(C)C)C(=O)c2ccc(OC)cc2)CN(C)C)cc1 (centres undefined)	-5	11	102	5	-2	-1	97	102	1	/	-0.1
CC(Sc1ncnc2ccccc12)C(=O)Nc1ccc2c(c1)OCO2 (centres undefined)	7	15	/	/	-5	1	/	/	0	/	0.0
COc1ccc(/C(O)=C2/C(=O)C(=O)N(CCN3CCOCC3)C2c2ccc(C)cc2)cc1 (centres undefined)	8	19	110	8	6	2	105	110	1	/	0.1
O=C(CCCN1C(=O)CCC1=O)Nc1ccc(Br)cc1F	17	53	97	1	-9	-2	95	96	2	9	0.2
OCCC1CN(Cc2nc3c(s2)CCCC3)CCN1CCc1ccccc1 (centres undefined)	-5	17	99	5	-39	0	99	103	0	/	1.7
COc1cc(C=O)ccc1OCCOCCOc1c(C)cc(Cl)cc1Cl	-6	17	105	22	1	-1	106	103	3	-3	0.4
CCc1nc(N2CCN(S(C)(=O)=O)CC2)c2c3c(sc2n1)CCCC3	4	11	102	12	-13	-1	105	107	9	-5	2.6
COc1ccccc1C(C[N+](=O)[O-])c1c[nH]c2ccccc12 (centres undefined)	9	/	101	5	-49	/	101	?	/	5	/
CC(=O)CCS(=O)(=O)c1ccc(C)c(C)c1	21	39	107	8	-47	1	106	105	1	12	0.2
Cn1cc(Cl)c(C(=O)Nc2nc3ccc(Cl)cc3s2)n1	-24	47	105	7	-10	0	101	101	2	/	0.1
Cc1cccc(N2CCN(C(=O)C3CCN(c4nnc(-n5cccc5)s4)CC3)CC2C)c1 (centres undefined)	16	16	102	5	-44	-1	95	103	-4	/	-3.2
O=C(NCCc1ccccc1)c1ccc(Cl)nc1	-13	16	103	7	3	-3	105	100	4	/	0.7
COc1cc(OC)c(C(=O)NCc2cccnc2)cc1OC	-5	19	102	7	1	-3	102	98	18	-23	1.3
CCOCCCn1c(=NC(C)=O)c(C#N)cc2c(=O)n3ccccc3nc21	-7	/	98	2	-20	/	95	?	/	9	/

Some of the entries so far, comma-delimited.
mol,Mcl1-Noxa inh,GSH bead fluor,RGS4-Gao reg,Avidin fluor,Mcl1-Bid inh,Bim-Mcl-1,RGS8-Gao reg,RGS7-Gao,ABCG2 inh,Pf gamet viab,ABCB1 inh
O=C(NCCc1ccccc1)c1ccc(Cl)nc1,-13,16,103,7,3,-3,105,100,4,/,0.7
COc1cc(OC)c(C(=O)NCc2cccnc2)cc1OC,-5,19,102,7,1,-3,102,98,18,-23,1.3
CCOCCCn1c(=NC(C)=O)c(C#N)cc2c(=O)n3ccccc3nc21,-7,/,98,2,-20,/,95,?,/,9,/

The listing continues.
SMILES	Mcl1-Noxa inh	GSH bead fluor	RGS4-Gao reg	Avidin fluor	Mcl1-Bid inh	Bim-Mcl-1	RGS8-Gao reg	RGS7-Gao	ABCG2 inh	Pf gamet viab	ABCB1 inh
CN(Cc1ccco1)C(=O)Cn1c(=O)oc2cc(S(=O)(=O)NCc3ccccc3)ccc21	2	21	103	7	-19	0	102	103	-3	/	-1.9
FC(F)(F)c1nnc2ccc(NCn3nnc4ccccc43)nn12	0	21	100	7	-14	0	99	102	1	3	-0.3
Cc1ccc(CS(=O)(=O)c2ccc(C(=O)N3CCN(c4ccccn4)CC3)cc2[N+](=O)[O-])cc1	-7	20	100	60*	-27	-6	89	100	2	-22	3.0
Cc1ccc2c(c1)c1ncn(CCC3=CCCCC3)c(=O)c1n2C	13	17	106	34	-19	0	102	103	10	-25	1.4
N=C(N)SCC1=CCS(=O)(=O)C1	3	/	103	6	-16	/	98	?	/	26	/
Cc1cc(C)n(C(=O)CN2C(=O)c3ccccc3C2=O)n1	9	11	94	33	-11	0	94	93	5	-26	0.5
Cn1cc(Br)c(C(=O)NC(=S)N2CCN(c3ccccn3)CC2)n1	4	8	98	5	-83	-6	101	102	-2	24	-0.3
CCN(c1ccccc1)S(=O)(=O)c1ccc(Cl)nc1	7	19	89	5	-20	3	97	92	4	-30	0.9
O=C(c1coc2ccccc2c1=O)N1CCN(c2cccc(C(F)(F)F)c2)CC1	1	21	100	10	-27	-1	101	99	10	11	1.1
CS(=O)(=O)N1CCN(C(=O)Cc2ccccc2Cl)CC1	0	19	97	9	-9	0	97	95	9	-6	0.5
COc1ccc(/C=N/N2C(=O)CN(C(=O)c3ccccc3)C2c2ccc(OC)cc2)cc1 (centres undefined)	-3	/	95	5	-11	/	92	?	/	0	/
O=C(CSc1nnc(-c2ccccc2Cl)o1)Nc1ccccn1	-14	26	95	8	-23	4	99	90	1	/	0.1
Cc1nnc(SCC(=O)NCCc2ccccc2)s1	-3	12	103	23	-17	-3	101	103	-2	4	-0.1
COc1cc(NC(=O)COc2ccccc2[N+](=O)[O-])ccc1NC(=O)c1cccs1	57*	25	94	11	16	-2	101	100	0	-11	-0.1
COC(=O)Cn1c(=NC(=O)c2cc(OC)c(OC)c(OC)c2)sc2cc(OC)ccc21	-1	10	107	13	-1	-2	101	102	12	8	0.8

One compound at a time, from the list above:
Results for `CCc1nc(N2CCN(S(C)(=O)=O)CC2)c2c3c(sc2n1)CCCC3` = Mcl1-Noxa inh = 4; GSH bead fluor = 11; RGS4-Gao reg = 102; Avidin fluor = 12; Mcl1-Bid inh = -13; Bim-Mcl-1 = -1; RGS8-Gao reg = 105; RGS7-Gao = 107; ABCG2 inh = 9; Pf gamet viab = -5; ABCB1 inh = 2.6
Results for `S=C(NCCN1CCOCC1)Nc1ccc(Cl)cc1Cl` = Mcl1-Noxa inh = 9; GSH bead fluor = 8; RGS4-Gao reg = 106; Avidin fluor = 12; Mcl1-Bid inh = -72; Bim-Mcl-1 = -11; RGS8-Gao reg = 100; RGS7-Gao = 108; ABCG2 inh = 5; Pf gamet viab = 7; ABCB1 inh = /

Molecules listed so far with an aryl thioether with sulfur outside any ring, in the order listed:
SMILES	Mcl1-Noxa inh	GSH bead fluor	RGS4-Gao reg	Avidin fluor	Mcl1-Bid inh	Bim-Mcl-1	RGS8-Gao reg	RGS7-Gao	ABCG2 inh	Pf gamet viab	ABCB1 inh
CC(Sc1ncnc2ccccc12)C(=O)Nc1ccc2c(c1)OCO2 (centres undefined)	7	15	/	/	-5	1	/	/	0	/	0.0
O=C(CSc1nnc(-c2ccccc2Cl)o1)Nc1ccccn1	-14	26	95	8	-23	4	99	90	1	/	0.1
Cc1nnc(SCC(=O)NCCc2ccccc2)s1	-3	12	103	23	-17	-3	101	103	-2	4	-0.1

Later entries
SMILES	Mcl1-Noxa inh	GSH bead fluor	RGS4-Gao reg	Avidin fluor	Mcl1-Bid inh	Bim-Mcl-1	RGS8-Gao reg	RGS7-Gao	ABCG2 inh	Pf gamet viab	ABCB1 inh
CN=c1sc2ccccc2n1CC(O)COCc1ccco1 (centres undefined)	-3	13	104	35	-9	-1	108	107	1	-5	0.2
CCCC1=NN2C(=N)/C(=C\c3cc(C)n(-c4cccc(C)c4)c3C)C(=O)N=C2S1	26	15	103	12	-3	-5	101	105	-2	2	-0.2
O=C(/C=C/c1ccc(Cl)cc1Cl)Nc1ccc(CN2CCOCC2)cc1	5	13	99	13	16	0	102	99	0	-5	0.0
CC(C)[C@H](NC(=O)c1ccccc1)C(=O)OCC(=O)N1CCCCCC1	15	10	100	10	-8	-6	100	99	16	-6	0.9
COc1ccc(OC)c(C2=Nn3c(nnc3-c3cc(C)[nH]n3)SC2)c1	5	/	104	7	-1	/	103	?	/	8	/
CCOC(=O)C1CCN(C(=S)Nc2cccc(C)c2)CC1	-11	24	101	11	-30	-2	101	102	-1	-1	0.0
O=c1cc(-c2ccccc2F)nc(-c2ccccc2F)o1	6	9	103	12	4	0	100	102	2	-20	-0.2
COC(=O)c1ccc(C(=O)OC)c(-n2c(=O)c3ccccc3c3ccccc3c2=O)c1	-8	16	100	7	9	0	99	99	12	4	2.0
C#CCCOC(=O)Nc1ccccc1	21	/	77	3	27	/	89	?	/	/	/
COc1cccc(N2CCN(S(=O)(=O)c3cccc4nsnc34)CC2)c1	28	11	94	11	-2	0	98	92	1	4	0.8
O=C(CC1SC(=O)N(Cc2cccc3ccccc23)C1=O)Nc1nccs1 (centres undefined)	7	14	96	35	-18	0	99	94	1	/	0.0
Cc1nn(Cc2ccc(F)cc2)c(C)c1NC(=O)c1cc2ncc(Br)cn2n1	42	9	101	10	-37	3	103	99	2	1	0.0
O=C1CCSc2ccc(Cl)cc2N1Cc1cccc(Cl)c1	1	13	90	30	-10	0	97	92	2	7	0.5
O=C(N/N=C/c1ccc(Br)s1)c1ccccn1	-14	13	98	10	-9	-7	102	99	-2	4	-0.6

Screens deposited in PubChem by several laboratories.

Rows were taken by chance. About 3.3% of those tested had a hit in this group.
